Source: PubChem (National Center for Advancing Translational Sciences (NCATS))
EPAC1 agonist = activates human EPAC1 exchange factor; O95398; EPAC1 agonist qHTS, biochemical assay; response scale: 100% = response to 6.5 mM cAMP; Potency, µM (titrated, usually from 154 µM), inactives show at the top dose activation, hits mostly activators; 360,000 compounds, 0.073% hits; also: potency is read from the fitted curve at half-maximal effect; nearly all actives have a fitted effect of over 60% in size
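Compounds were pinned as a concentration titration into mixtures of EPAC1 (100 nM), BODIPY-GDP-loaded Rap1B (250 nM) and GDP (50 uM). After 5 min at room temperature, fluorescence was followed for 30 min; activity was scaled to 6.5 mM cAMP.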
PTHR1 agonist = PTHR1 (human) receptor agonism; Q03431; HEK293 GP2 PTHR1 cells, GloSensor cAMP luminescence, 1 h; Potency, µM (top dose mostly 115 µM), for inactives: at the highest dose activation, most hits filed as activators; 410,000 compounds, 0.075% hits; also: potency is read from the fitted curve at half-maximal effect; nearly all actives have a fitted effect of over 55% in size; some results filed as inactive show a strong effect at the top dose; inactives centre near -15; many of its hits are not listed in these tables
Target sequence (Q03431 whole entry, looked up): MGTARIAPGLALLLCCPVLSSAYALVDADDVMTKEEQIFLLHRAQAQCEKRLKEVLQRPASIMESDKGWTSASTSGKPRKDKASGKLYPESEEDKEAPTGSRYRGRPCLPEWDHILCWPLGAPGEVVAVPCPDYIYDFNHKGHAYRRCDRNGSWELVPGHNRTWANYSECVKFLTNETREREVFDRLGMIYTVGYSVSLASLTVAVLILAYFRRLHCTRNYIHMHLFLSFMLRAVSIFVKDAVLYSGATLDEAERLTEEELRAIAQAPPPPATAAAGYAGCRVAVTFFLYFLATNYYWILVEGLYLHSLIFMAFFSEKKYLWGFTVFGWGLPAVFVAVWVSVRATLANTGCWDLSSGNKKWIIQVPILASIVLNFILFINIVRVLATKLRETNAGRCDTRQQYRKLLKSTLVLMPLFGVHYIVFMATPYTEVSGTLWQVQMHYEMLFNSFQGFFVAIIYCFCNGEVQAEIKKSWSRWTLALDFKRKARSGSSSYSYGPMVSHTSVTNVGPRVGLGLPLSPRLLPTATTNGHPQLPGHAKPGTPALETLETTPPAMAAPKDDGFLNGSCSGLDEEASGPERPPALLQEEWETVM
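HEK-293-derived GP2 cells expressing PTHR1 and a GloSensor cAMP reporter, 3,000/well, plated overnight, given luciferin plus IBMX (each 0.5 mM as added) for 1 h at 37 °C, then compound for 1 h at 37 °C. Luminescence was read after 15 min at room temperature.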
GLP1R inv ag = GLP-1 receptor (human) inverse agonism; Potency, µM (titrated, usually from 38.3 µM), inactives show at the highest dose activity change, negative = inhibition, usual class: inhibitors; 410,000 compounds, 1.6% hits; HEK293 GLP-1R CRE-luciferase, luminescence, 24 h; GLP-1R form is constitutively active; also: potency is read from the fitted curve at half-maximal effect; % is scaled to controls: 0 for no effect and ±100 for the full control effect; nearly all actives have a fitted effect of over 55% in size
Target sequence (P43220 whole entry, looked up): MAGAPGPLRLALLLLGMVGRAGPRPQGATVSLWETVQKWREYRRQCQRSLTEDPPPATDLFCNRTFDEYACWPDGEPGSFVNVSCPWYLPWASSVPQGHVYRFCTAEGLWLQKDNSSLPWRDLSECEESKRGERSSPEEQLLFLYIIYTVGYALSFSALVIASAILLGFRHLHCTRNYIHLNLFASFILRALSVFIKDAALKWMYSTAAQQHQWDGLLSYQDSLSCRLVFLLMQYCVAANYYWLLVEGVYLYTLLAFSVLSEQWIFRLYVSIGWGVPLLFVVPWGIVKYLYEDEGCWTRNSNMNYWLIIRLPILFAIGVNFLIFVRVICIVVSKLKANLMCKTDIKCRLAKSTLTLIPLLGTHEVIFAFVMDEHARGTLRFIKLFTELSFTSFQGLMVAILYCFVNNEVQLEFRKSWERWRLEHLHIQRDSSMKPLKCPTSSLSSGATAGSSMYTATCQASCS
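Inverse agonists were sought by their lowering of basal cAMP reporter luciferase output in HEK293 cells stably carrying constitutively active human GLP-1R, after 24 h compound treatment.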
PLK1 PBD block = inhibitors of human PLK1 polo-box domain binding | P53350 | Plk1 PBD binding of FITC phosphopeptide, fluorescence polarization | Potency, µM, without a hit: max response, negative = inhibition, actives largely listed as inhibitors | 360,000 compounds, 2.8% hits; also: potency is read from the fitted curve at half-maximal effect; series mostly up to about 57 µM; % is scaled to controls: 0 for no effect and ±100 for the full control effect; nearly all actives have a fitted effect of over 65% in size
GLP1R cytotox = cytotoxic in the GLP-1 receptor inverse agonist counter-screen | HEK293 cAMP-luciferase reporter cells, luminescence, 24 h | 410,000 compounds, 0.13% hits | AID 624418 | Potency, µM (doses to about 38.3 µM), for inactives: at the highest dose activity change, negative = inhibition, hits mostly inhibitors;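 also: loss of luciferase light is scored as toxicity; potency is read from the fitted curve at half-maximal effect; % is scaled to controls: 0 for no effect and ±100 for the full control effect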
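Here, cytotoxicity is scored as loss of luminescence. The MLSMR collection was tested on cells seeded in medium containing 10% Nu serum, with a 24 hr compound exposure preceded by 12 hours of culture.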
PI5P4Ka inh = inhibitors of human PI5P4K alpha. P48426. PI5P4Kalpha enzyme, ADP-Glo luminescence, 60 min; stronger effect = lower value. max response, %. 330,000 compounds, 1.2% hits. AID 652105; active = max response of -50% or lower; inconclusive = between -30% and -50%; inactive = -30% or higher; also: value at the top dose of about 77 µM; % is scaled to controls: 0 for no effect and ±100 for the full control effect
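Quantitative HTS of the MLSMR library against PI5P4Kalpha with substrate. ATP added last at 5 microM final; room temperature, 60 minutes. Remaining ATP depleted, ADP converted and read as luminescence.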
IL-2 act = IL-2 activation. AID 652025. activation, % (series mostly up to about 46 µM). 360,000 compounds, 0.065% hits. IL-2 activation reporter assay, cell-based qHTS; stimulated with anti-CD3/CD4/CD28 beads; in transgenic mouse T cells; in the data active = activation above about 50%; inconclusive = mostly about 30% to 49%; also: 0% is about no effect
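EGFP and DsRed fluorescence is measured by plate cytometry in unstimulated transgenic mouse T cells exposed to compound for 60 minutes, then stimulated 18 hours at 37 degrees C with anti-CD3/anti-CD4 beads plus anti-CD28.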
GLP-1R agonist = activates the human GLP-1 receptor; P43220; HEK293 GLP-1R CRE-luciferase, luminescence, 4-6 h; cells express a hypersensitive GLP-1R form; Potency, µM (series often up to 45.6 µM), for the others: at the highest dose activation, hits mostly activators; 380,000 compounds, 0.007% hits; AID 624172; also: potency is read from the fitted curve at half-maximal effect; % of control where 0% means no effect
EPAC1 antag = EPAC1 (human) antagonism. EPAC1 GEF assay, Rap1b-BODIPY-GDP exchange fluorescence. Potency, µM (highest dose often 115 µM), for the others: at the highest dose activity change, negative = inhibition, hits mostly inhibitors. 360,000 compounds, 0.14% hits;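 also: potency is read from the fitted curve at half-maximal effect; plate controls were vehicle for no effect and positive control for full effect; nearly all actives have a fitted effect of over 50% in size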
Numbers without * were called inactive; i = inactive; ? = inconclusive; nt = not tested or not shown; [ ] = another dose, or the depositor's remark. Unless noted, calls follow the shape of the dose curve; as a rule, active = well fitted curve in the direction sought with a large enough effect; inconclusive = small, poorly fitted or top-dose-only effect, or another doubt; inactive = no such curve, though single readings can be large; an effect the other way counts as inactive or inconclusive. This is a subset; the hit share may differ from the screen's.

smiles,EPAC1 agonist,GLP1R inv ag,GLP-1R agonist,EPAC1 antag,GLP1R cytotox,PI5P4Ka inh,IL-2 act,PTHR1 agonist,PLK1 PBD block
Cc1ccnc(N/N=C/c2ccco2)n1,7%,0%,0%,7%,2%,nt,-2.6,-9%[57.5 µM],-7%
CCOC(=O)c1c(-c2ccccc2)oc2ccc(OCC)cc12,9%,10µM*,32%,-17%,4%,34,-3.5,i,-2%
O=C(NCc1ccccc1)c1onc(CSc2ccc(Cl)cc2)c1C(=O)NCc1ccccc1,-10%,?,-2%,7%,35%,-2,0.9,-1%,1%
Cc1cc(C)c2cc(CN(CCO)Cc3nnnn3Cc3ccc(F)cc3)c(=O)[nH]c2c1,-6%,-19%,7%,4%,20%,-6,-2.4,i,-3%
Cc1ccc(C(=O)Nc2cnc3sc(C)nn3c2=O)cc1,-12%,3%,-11%,-11%,-1%,-3,0.4,-10%[57.5 µM],-6%
CC(C)(C)C(=O)Nc1ccccc1C(=O)NCCC(=O)Nc1ccccc1,-11%,-18%,-6%,-16%,?,0,-0.3,-36%[inhibitor],0%
CN(C)c1ccc(-n2cccc2/C=C/[N+](=O)[O-])cc1,-8%,?,-8%,?,?,3,-5.1,-35%[inhibitor],-26%
CCc1noc(C)c1C(=O)N1CCSC1=Nc1cccc(Cl)c1C,6%,?,-4%,-11%,12%,-2,-1.0,-21%,5%
CC(=O)C1=C(C)NC(SCC(=O)c2ccc(Cl)cc2)=C(C#N)C1c1ccco1 (stereo not given),21%,-30%,2%,-10%,72%[activator],nt,0.8,i,-5%
CN(C(=O)COc1cc(=O)n(C)c2ccccc12)c1ccc(Cl)cc1,3%,11%,6%,-15%,-13%,0,0.8,i,-29%
CN(Cc1ccccc1)c1nc2c(c(=O)[nH]c(=O)n2C)n1CCCSc1ncccn1,9%,0%,?,-2%,-2%,nt,-0.3,i,-8%
O=C1c2ccccc2C(Nc2ccc(-c3nc4ccccc4[nH]3)cc2)N1Cc1ccco1 (stereo not given),2%,?,4%,10%,-8%,-16,-2.4,-29%,-1%
c1cncc(-c2nc(NCc3ccc4c(c3)OCO4)c3ccccc3n2)c1,1%,2%,1%,1%,-10%,1,-0.5,-12%,4%
O=C(NC(c1ccc(F)cc1)c1ccc2ccccc2n1)C1CCN(CCOc2ccc(F)cc2)CC1 (stereo not given),-16%,?,-2%,-11%,?,-7,-1.0,-20%,5%
O=S(=O)(Nc1cc2nc3ccccc3nc2n1Cc1ccccc1)c1ccc(Cl)cc1,-31%[inhibitor],?,-2%,?,nt,-14,19,-35%[inhibitor],?
Cn1ncc(C(N)=O)c1NC(=S)NC(=O)c1ccc(Br)o1,0%,-4%,-9%,2%,8%,?,-0.7,i,?
Nc1nc(-c2ccc(C(=O)O)cc2)cs1,0%,6%,1%,0%,5%,-6,1.2,i,-22%
CCCCn1c(N(CCOC(C)=O)C(C)=O)nc2ccccc21,4%,0%,-8%,11%,10%,nt,-2.3,i,-5%
O=C(c1ccc2c(c1)OCO2)N(CC1CCCO1)C1(C(=O)NC2CCCCC2)CCCCC1 (stereo not given),4%,-2%,-1%,-10%,-14%,3,-1.6,0%,-4%
COc1ccc(/C=N/Nc2nc(Nc3ccccc3)nc(N3CCCC3)n2)cc1[N+](=O)[O-],1%,8%,14%,-9%,?,-11,-0.8,-20%,-2%
CCCCC(=O)Nc1nn(CCC)c2nc3ccccc3cc12,-4%,-22%,18%,0%,247%[activator],1,0.7,-16%,-5%
COC(=O)c1cccc(COC(=O)c2ccc(CS(=O)(=O)c3ccc(C)cc3)cc2)c1,6%,-3%,10%,0%,-1%,0,3.6,-30%,0%
COc1ccc(N2C(=O)C3CCCN3C2c2ccc(C)o2)cc1 (stereo not given),-3%,21%,-1%,3%,0%,-1,-2.9,2%,0%
CSCCC(NC(=O)c1ccco1)C(=O)OCC(=O)Nc1ncc(Cl)c(C)c1Cl (stereo not given),-4%,1%,6%,4%,-13%,-6,-3.0,-3%,-17%
COCc1nc(-c2ccc(-c3ccc(C)cc3)nc2OC)no1,20%,-1%,14%,-12%,5%,14,-3.1,i,-5%
COc1cccc(-c2cnc3c(NC=O)cc(-c4ccc(N5CCN(C)CC5)cc4)cn23)c1,0%,85%[activator],-6%,-7%,?,?,-0.8,i,0%
COc1ccc(C(=O)NNC(=O)C(NC(=O)c2ccccc2NC(=O)c2ccco2)C(C)C)cc1 (stereo not given),2%,-2%,5%,?,-2%,-2,2.1,i,5%
O=c1cc(COc2ncnc3ccccc23)nc2sccn12,-12%,-10%,3%,8%,8%,-25,-0.7,i,-12%
COc1ccccc1/C=C/C1NC(=O)NC(C)=C1C(=O)OC(C)C (stereo not given),2%,-21%[0.307 µM],13%,-1%,-9%[0.307 µM],-10,0.1,-3%,-9%
Cn1ccnc1C(O)c1ccccc1 (stereo not given),7%,-1%[7.66 µM],2%,-5%,-2%[7.66 µM],1,0.0,-25%,-10%

Structural class: the entries above with an NH in an aromatic ring.
smiles,EPAC1 agonist,GLP1R inv ag,GLP-1R agonist,EPAC1 antag,GLP1R cytotox,PI5P4Ka inh,IL-2 act,PTHR1 agonist,PLK1 PBD block
Cc1cc(C)c2cc(CN(CCO)Cc3nnnn3Cc3ccc(F)cc3)c(=O)[nH]c2c1,-6%,-19%,7%,4%,20%,-6,-2.4,i,-3%
CN(Cc1ccccc1)c1nc2c(c(=O)[nH]c(=O)n2C)n1CCCSc1ncccn1,9%,0%,?,-2%,-2%,nt,-0.3,i,-8%
O=C1c2ccccc2C(Nc2ccc(-c3nc4ccccc4[nH]3)cc2)N1Cc1ccco1 (stereo not given),2%,?,4%,10%,-8%,-16,-2.4,-29%,-1%

New compounds follow
smiles,EPAC1 agonist,GLP1R inv ag,GLP-1R agonist,EPAC1 antag,GLP1R cytotox,PI5P4Ka inh,IL-2 act,PTHR1 agonist,PLK1 PBD block
O=C(N1CCCCC1)N1CCCN(C(=O)N2CCCCC2)CC1,-5%,-5%,-17%,-11%,-19%,-5,0.2,i,-6%
Cc1ccc(S(=O)(=O)CCC(=O)OCCOc2cccc(Br)c2)cc1,12%,9%,1%,-9%,3%,19,1.0,i,-10%
Cc1cc(C)c(C#N)c(SCc2nc3ccccc3c(=O)[nH]2)n1,-3%,27%,22%,3%,-27%,7,4.5,-11%,-15%
Cc1ccc(CNCCNCCO)s1,14%,-4%,7%,5%,1%,1,-0.1,i,-18%
O=[N+]([O-])c1cc(Oc2cccnc2)cc([N+](=O)[O-])c1,-10%,25%,-6%,11%,5%,2,-0.2,-49%[inhibitor],4%
O=C(NCCc1ccc(Cl)cc1)C12CC3CC(CC(O)(C3)C1)C2,17%,-5%,6%,13%,-4%,6,-3.0,i,-10%
O=C(O)COc1ccccc1C1C2C(=O)N(c3ccc(F)cc3)C(=O)C2ON1c1ccccc1 (stereo not given),-8%,-8%,-19%,1%,-9%,-15,-1.2,i,27µM*
O=S1(=O)N=C(N(CCO)/N=C/c2ccccc2F)c2ccccc21,1%,111%[activator],15%,-18%,12%,-4,0.7,i,0%
CC12CCC(C(=O)NCc3ccccc3Cl)(C(Br)C1=O)C2(C)C (stereo not given),0%,10%,1%,-13%,53%[activator],14,-0.4,-21%,-8%
CC(C)n1c(=NC(=O)c2ccco2)c(C#N)cc2c(=O)n3ccccc3cc21,3%,155%[activator],6%,-3%,nt,-9,-0.5,-24%[57.5 µM],-8%
Cc1cc(-c2nnc(CCC(=O)N(CC3CCC3)CC3CCCO3)o2)no1 (stereo not given),5%,2%[7.66 µM],2%,-11%,12%[7.66 µM],-9,-0.5,-7%,-6%
O=C(NC12CC3CC(CC(C3)C1)C2)N1CCC(O)(c2ccc3c(c2)OCO3)CC1,3%,4%,3%,4%,7%,nt,0.0,-4%[57.5 µM],0%
Cc1cc(NC(=O)c2noc3c2CCCCC3)nn1Cc1ccc(Cl)cc1,10%,0%,-2%,3%,18%,nt,1.6,-13%[57.5 µM],-9%
C=CCOc1c(Cl)cc(/C=N/O)cc1OC,1%,-1%,4%,2%,12%,nt,-2.3,-3%,-6%
O=C(NCC(=O)N1CCCC1)c1cccs1,0%,1%,-3%,7%,-4%,nt,-1.8,-9%[57.5 µM],-5%
Cc1cc(C)n(-c2nc(C(F)(F)F)nc3ccccc23)n1,-2%,-8%[7.66 µM],4%,-6%,0%[7.66 µM],1,0.0,-42%[inhibitor],-5%
CCOC(=O)N1CCN(C(c2ccc(C)cc2)c2sc3nc(C)nn3c2O)CC1 (stereo not given),4%,-10%,-6%,2%,9%,-1,0.4,i,-13%
O=C(NCc1ccccn1)C1CCCCC1,1%,9%,-1%,-9%,-2%,8,0.9,-13%,-12%
O=c1c2cccnc2[nH]c(=S)n1CCCN1CCN(c2ccc(F)cc2)CC1,2%,13%,-6%,4%,-5%,-1,-0.8,i,-1%
CCOC(=O)c1c(C)n(C)c2ccc(OC)c(NS(=O)(=O)CC)c12,5%,4%,3%,-10%,-17%,10,0.0,i,-6%
O=C(CNc1ccccc1Cl)c1ccc(Br)cc1,5%,-8%,-1%,-10%,0%,9,-0.9,-15%,-5%
O=C(Oc1cncc(Cl)c1)c1sccc1Cl,-6%,4%,-5%,-18%,10%,3,-3.0,i,-29%
